High-throughput results: PubChem BioAssay, several laboratories
Dynein transport: dynein cargo transport inhibition; 220,000 tested, 0.47% active; z-score, hits read low; 3617.4 mouse cells, GR-EGFP nuclear translocation imaging; test concentration mostly 20 µM; stimulated with dexamethasone, 1 µM; stronger effect = lower value; AID 1381;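 active = plate z-score of nuclear minus cytoplasmic receptor signal below a set negative limit, without overly bright fluorescence or cell loss, cut at about -3.5 in these data, passing the limit was not always enough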;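 also: z-score of nuclear minus cytoplasmic ring GR-EGFP intensity difference per well; some compounds called inactive have numbers as strong as hits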
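Schedule: 48 h induction, then 1 h compound, then 30 min agonist, 37 °C. Buffer or medium: tetracycline-free induction medium containing charcoal-stripped FBS. Reagent: 1.0 µM final dexamethasone stimulus. Evaluation: nuclear versus cytoplasmic GR-EGFP signal, averaged per well. Signal: high-content fluorescence imaging after fixation.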
Autophagy HCS: modulators of autophagy. MEF GFP-LC3 puncta imaging; test concentration mostly 10 µM. calls only at 10 µM (by protocol). 190,000 tested, 0.98% active. AID 463193;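 active = percentage of spot-positive cells more than 3 SD above its plate mean, without a fluorescence outlier flag or 80% toxicity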;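 also: spot-positive cell cutoff set from DMSO-treated cells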
M17LAP inhibition: P. falciparum M17LAP inhibitors, primary screen, biochemical, fluorogenic H-Leu-NHMec substrate, 1536-well (AID 1619); recombinant M17LAP, H-Leu-NHMec fluorogenic kinetic assay; higher % means a stronger effect; inhibition, % at 30 µM; hits with a dose series show IC50 in µM; 220,000 tested, 0.38% active;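 active = compound inhibiting the enzyme by more than half at any dose during confirmatory dose-response retesting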;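 also: plate controls were full reaction with DMSO carrier for no effect and no enzyme background for full effect; strong numbers were not always called active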
Yfh1-off respiration: enhancers of respiration in Yfh1-depleted yeast, dose response, Friedreich's ataxia, plus single-dose screen (AID 1465); S. cerevisiae Yfh1-off respiration, WST-1 reduction, 72 h; higher fold induction means a stronger effect; one-dose fold induction at 50 µM; EC50 in µM for titrated hits; 220,000 tested, 0.074% active;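 active = fold induction of absorbance versus untreated yeast above a set limit, then at least 30% activation at any dose in follow-up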;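 also: activators that raise dye reduction in frataxin-depleted yeast; strong numbers were not always called active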
M1AAP inhibition: malaria alanyl aminopeptidase activity blockers – biochemical, fluorogenic H-Leu-NHMec substrate, 1536-well (AID 1445); recombinant M1AAP, H-Leu-NHMec fluorogenic kinetic assay; higher % means a stronger effect; 220,000 tested, 0.42% active; inhibition, % at 30 µM; hits with a dose series show IC50 in µM;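 active = primary inhibition above the hit cutoff, then over 50% inhibition at one or more dose response concentrations, cut at about 23% in these data, passing the limit was not always enough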;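 also: plate controls were DMSO full reaction for no effect and no enzyme background for full effect; strong numbers were not always called active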
WT yeast gro inh: growth inhibition of WT yeast, mitochondrial fusion screen; inhibition, % at 10 µM; 190,000 tested, 2.1% active; mitochondrial fusion phenotypic screen, WT strain; in the data active = inhibition above about 58%; tested in S. cerevisiae
T cell modulator: modulates CD8 T cell binding to vesicles | AID 2052 | calls only at 7 µM | 2C CD8+ T cell-vesicle binding, flow cytometry; stronger effect = lower value | 330,000 tested, 0.068% active;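 active = response, share of CD8 T cells binding vesicles, and their 90th percentile fluorescence all below set limits, cut at about 80% in these data, passing the limit was not always enough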
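Assay system: 2C TCR transgenic mouse naive CD8+ T cells, MACS-purified | Read-out: CD8+ gate FL2 mean fluorescence as % of same-row positive control | Signal: High-throughput flow cytometry with anti-B7-1 and anti-CD8 staining | Timing: Binding step 1.5 h, 37 °C, antibody labelling 20 min, ice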
bCat nuc transl: beta-catenin nuclear translocation modulation. HeLa beta-catenin nuclear translocation, immunofluorescence imaging. nuclear translocation activity, % at 5 µM. 190,000 tested, 0.3% active;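 active = nuclear translocation activity above 50% at 5 µM, with a well cell count of 50 or more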;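 also: per-cell ratio of nuclear to cytoplasmic median beta-catenin stain intensity; plate controls were DMSO negative control for no effect and GSK-3 inhibitor IX positive control for full effect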
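Assay system: human HeLa cells, native beta-catenin; doses: 5 µM primary, 0.02–20 µM confirmation; incubation: compound treatment 24 h, 37°C, 5% CO2; technique: fluorescence imaging of beta-catenin antibody stain plus DAPI; measure: % activation, nuclear-to-cytoplasmic median beta-catenin signal ratio per cell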
MT stabilize HCS: microtubule stabilization, imaging screen. HeLa tubulin immunostaining HCS, 24 h; share of cells brighter than vehicle mean+2SD. % tubulin-high responders, % at 10 µM. 200,000 tested, 0.83% active;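 active = plate Z-score above 3 for both tubulin-high and condensed-nucleus cell shares, with cell loss under 80%, at 10 µM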;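 also: anti alpha tubulin signal scored within the nucleus-defined area of each cell; some results filed as inactive read as strong as hits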
WT yeast gro inh mutant strain: further read-out of WT yeast gro inh, marked with its call; inhibition, %; mitochondrial fusion phenotypic screen, mutant strain inhibition
Dynein transport cytoplasmic EGFP: second read-out of Dynein transport, no call of its own (marks repeat the call); z-score; measured here: cytoplasmic GR-EGFP intensity; stronger effect = higher value
Dynein transport nuclear GR-EGFP: second read-out of Dynein transport, no call of its own (marks repeat the call); z-score; measured here: nuclear GR-EGFP intensity;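 lower value marks the stronger effect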
Dynein transport cell count: further read-out of Dynein transport, marked with its call; z-score; measured here: cell count per field
bCat nuc transl cell count 5 µM: second read-out of bCat nuc transl, no call of its own (marks repeat the call); cell count; measured here: cell count, cytotoxicity flag
T cell modulator vesicle-bound %: recorded beside T cell modulator, whose call it bears; double positive events, %; measured here: CD8+ vesicle-bound cell fraction;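 binding gate set so that unloaded-vesicle control wells show 10% double positive cells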
MT stabilize HCS Hoechst-high %: recorded beside MT stabilize HCS, whose call it bears; % Hoechst-high responders; measured here: nuclear condensation Hoechst responders;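 share of cells brighter than vehicle mean plus two SD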
MT stabilize HCS cytotoxicity %: also measured in MT stabilize HCS; calls as there; toxicity, %; measured here: cytotoxicity by cell density;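 0% = mean cell density of plate MIN control wells and 100% = no cells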
Autophagy HCS cell loss 18 h: recorded beside Autophagy HCS, whose call it bears; toxicity, %; measured here: cell loss, nuclei count;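 cell loss after 18 h compound exposure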
The depositor's hits bear a star; i = inactive; . = not tested or not shown. Not a hit list. Share with any hit: about 4.4%.

The line under a structure holds: Dynein transport	Dynein transport cytoplasmic EGFP	Dynein transport nuclear GR-EGFP	Dynein transport cell count	Autophagy HCS	Autophagy HCS cell loss 18 h	M17LAP inhibition	Yfh1-off respiration	M1AAP inhibition	WT yeast gro inh	WT yeast gro inh mutant strain	T cell modulator	T cell modulator vesicle-bound %	bCat nuc transl	bCat nuc transl cell count 5 µM	MT stabilize HCS	MT stabilize HCS Hoechst-high %	MT stabilize HCS cytotoxicity %
COc1ccc(CCNC(=O)COC(=O)c2ccco2)cc1OC
    0.47	-0.14	1.1	-1.7	i	8	2%	i	0%	8	-6	i	49	-6.6	1021	6.1	3.1	8.8
CCOC(=O)Nc1cc(OCC)c(NC(=O)C2CC2)cc1OCC
    -0.88	-0.21	-0.73	0.62	i	0	9%	i	3%	0	4	i	35	0.8	1047	1.5	1.7	28
CCCCCc1cc(=O)oc2c(C(CCN3CCN(c4ccccc4)CC3)c3ccc(N(C)C)cc3)c(OC)cc(OC)c12 (stereo unspecified)
    -1.1	-0.74	-0.43	0.54	.	.	-3%	i	4%	.	.	.	.	-1.9	1053	.	.	.
COc1ccc(/C=C/C(=O)N2CCN(c3ccccn3)CC2)c2ccccc12
    0.53	-0.2	-0.25	-0.2	i	-7	-4%	i	14%	62*	11*	i	12	-2.1	1074	1.1	2.7	1.2
O=C(CCn1c(=S)oc2ccccc21)NCCC1=CCCCC1
    -0.081	-0.21	0.57	-0.45	.	.	7%	i	9%	.	.	i	22	-0.6	1320	.	.	.
COc1ccc(NC(=O)c2sccc2SCC#N)cc1
    -0.49	-0.18	-0.66	0.55	i	-3	5%	i	-4%	-3	-4	.	.	1.2	1061	1.1	2.0	6.3
CCN(CC)CCCNC(=O)CC1Sc2ccccc2NC1=O (stereo unspecified)
    0.048	-0.2	-0.17	0.35	i	21	8%	i	0%	6	4	i	51	-1.3	1426	1.5	1.2	4.5
CSc1ccccc1C(=O)N1CCN(c2ccc(F)cc2)CC1
    -0.6	0.14	-0.029	0.37	i	-1	0%	i	3%	-2	-5	i	22	.	.	1.2	2.0	5.8
Cc1cc(SCCOc2ccc(Br)cc2)nc(N)n1
    -0.63	-0.24	-0.31	1.3	i	13	-6%	i	-3%	20	1	i	24	0.3	1173	2.6	1.6	14
Cc1ccc(NC(=O)CC2COc3ccccc3O2)cc1 (stereo unspecified)
    -0.39	-0.18	-0.86	-0.56	i	0	22%	i	9%	-1	2	i	21	0.6	1321	2.9	1.9	5.5
CC(C)OC(=O)CN1C(=O)C(=O)c2ccccc21
    0.67	-0.23	0.35	-0.73	i	5	14%	i	7%	-3	-6	i	55	.	.	1.0	1.2	1.8
Cc1ccc(NC(=O)C(=O)C2C(=O)Nc3ccccc32)cc1 (stereo unspecified)
    0.31	-0.27	0.1	0.066	.	.	5%	i	5%	.	.	i	3	6.4	1005	.	.	.
Cn1c(C23CC4CC(CC(C4)C2)C3)n[nH]c1=S
    3.4	-0.067	2.4	-2.2	i	-11	5%	i	1%	8	-11	i	35	-0.3	959	4.1	2.6	9.3
CC(=O)N1CCC(N(CCCOC(C)C)C(=O)Nc2ccc(C)c(C)c2)CC1
    0.094	-0.2	-0.85	-1.2	i	-6	-4%	i	7%	13	6	i	42	-0.2	1457	3.9	1.9	1.4
OC1(c2ccc(Cl)cc2)CCN(Cc2cn[nH]c2-c2ccccc2)CC1
    -0.42	-0.16	-0.21	0.23	.	.	-5%	i	2%	.	.	i	20	-3.9	1003	.	.	.
CCCCCCC(=O)N(O)C1CC(=O)N(c2ccc(Br)cc2)C1=O (stereo unspecified)
    -0.9	-0.2	-0.21	0.39	i	24	19%	i	19%	16	27	i	13	-5.8	1165	5.3	3.0	1.0
Cn1c(=O)c2[nH]c(-c3ccccc3)nc2n(C)c1=O
    0.44	-0.26	0.65	0.36	i	-34	10%	i	10%	-3	-2	.	.	.	.	2.9	2.6	14
O=C(CN1CCCC1)Nc1ccc(F)cc1
    2.7	0.071	1.7	-2.1	i	2	-15%	i	-10%	-1	-5	i	50	-2.3	979	2.2	1.9	7.3
COCCNC(=O)C(C)OC(=O)c1cc2occc2n1C (stereo unspecified)
    1.2	0.026	1.1	-0.85	i	4	10%	i	3%	-9	5	i	11	-4.1	1022	8.1	3.1	5.1
S=C(NCCC(c1ccccc1)c1ccccc1)Nc1ccccc1Cl
    1.8	-0.15	0.54	-1.2	i	8	-2%	i	1%	2	9	i	45	-1.5	1347	0.7	1.5	7.1
Cc1ccccc1C(=O)N(C)Cc1ccccc1
    -1.1	-0.29	-0.49	0.62	i	-2	-5%	i	1%	-5	8	i	12	0.7	1015	1.4	1.7	3.2
CC1(C)CC(=O)C2=C(C1)Nc1ccccc1N=C2
    1.4	1.8	1.6	-2.8	i	-3	11%	i	10%	18	16	i	16	-0.2	436	1.7	0.0	20
C=CCNC(=O)c1onc(CSc2cccc(C)c2)c1C(=O)O
    0.27	-0.22	-0.62	-0.14	i	-3	13%	i	5%	0	6	i	14	-0.2	1367	3.9	2.4	6.9
CCCc1cc(N2CCN(c3ccccn3)CC2)n2nc(C)c(-c3ccccc3)c2n1
    3	0.13	2.1	-1.2	i	8	-8%	i	-4%	6	14	i	26	-0.4	1158	7.5	2.4	2.7
Brc1ccccc1-c1nnc(CSc2nnc3sc4ccccc4n23)o1
    -0.82	-0.21	-0.07	0.48	i	-1	5%	i	0%	2	-5	i	12	-1.3	1120	5.0	1.4	3.8
Cc1cccc(NC(=O)c2sccc2-n2cccc2)c1C
    0.89	-0.2	1.3	-0.37	i	7	-9%	i	12%	10	8	i	0	-2.9	992	2.9	1.5	8.0
CCC(=O)NC(=Nc1nc2ccccc2s1)NC(=O)CC
    -0.37	-0.19	0.11	-0.34	i	11	10%	i	12%	-23	18	i	25	-1.3	1132	4.9	4.2	6.3
O=c1cc(/N=C/c2coc3c(ccc4ccccc43)c2=O)[nH]c(=S)[nH]1
    0.65	-0.19	0.94	-1.2	i	-2	-1%	i	5%	-5	10	i	60	-0.6	994	1.3	1.8	6.3
COc1cccc(CNC(=O)Cc2csc(Nc3nc(=S)[nH]c4ccccc34)n2)c1
    -0.45	-0.28	-0.2	0.73	i	-8	24%	i	10%	2	8	i	12	-1.7	1104	1.3	2.8	12
O=C(Nc1ccc([N+](=O)[O-])cc1)Nc1ccc(N2CCOCC2)c2nonc12
    -0.26	-0.27	0.031	0.43	i	-5	-4%	i	5%	79*	53*	i	2	-1.6	1148	3.8	2.9	14
COc1ccc(Cn2c(C)c(C)c(C#N)c2NC(=O)Nc2ccccc2)cc1
    -1.7	-0.012	-0.017	-1.3	i	-24	4%	.	9%	-13	-3	i	46	-3.0	1022	2.5	0.7	5.8
O=C(CCC(=O)CCN1CCCCC1)CCN1CCCCC1
    -1.1	-0.16	-0.49	0.23	i	9	-5%	i	2%	-7	-12	i	30	-2.3	1043	7.3	2.0	8.9
COc1ccccc1CNC(=O)COC(=O)c1n[nH]c2ccccc12
    0.033	-0.12	0.22	0.16	i	-5	11%	i	4%	-8	-21	i	2	.	.	0.6	0.9	6.6
CC(C)(C)NS(=O)(=O)c1ccc(CCC(=O)Nc2cc(Cl)ccc2Oc2ccccc2)cc1
    -0.84	-0.21	-0.21	1.1	i	-5	-2%	i	-1%	12	-5	i	12	3.1	1150	2.7	1.1	12
Cn1c(=S)c2[nH]c(SCCN3CCCC3)nc2n(C)c1=O
    1.1	-0.15	1.3	-1.8	.	.	-9%	i	5%	.	.	i	61	0.4	1339	.	.	.
Clc1ccc(CNCc2cccs2)cc1Cl
    0.25	-0.13	-0.23	-1.4	i	3	15%	i	7%	-16	2	i	44	-2.3	589	3.7	3.1	5.9

3 successive compounds already listed, quoted:
The line under a structure holds: Dynein transport	Dynein transport cytoplasmic EGFP	Dynein transport nuclear GR-EGFP	Dynein transport cell count	Autophagy HCS	Autophagy HCS cell loss 18 h	M17LAP inhibition	Yfh1-off respiration	M1AAP inhibition	WT yeast gro inh	WT yeast gro inh mutant strain	T cell modulator	T cell modulator vesicle-bound %	bCat nuc transl	bCat nuc transl cell count 5 µM	MT stabilize HCS	MT stabilize HCS Hoechst-high %	MT stabilize HCS cytotoxicity %
CC(C)(C)NS(=O)(=O)c1ccc(CCC(=O)Nc2cc(Cl)ccc2Oc2ccccc2)cc1
    -0.84	-0.21	-0.21	1.1	i	-5	-2%	i	-1%	12	-5	i	12	3.1	1150	2.7	1.1	12
Cn1c(=S)c2[nH]c(SCCN3CCCC3)nc2n(C)c1=O
    1.1	-0.15	1.3	-1.8	.	.	-9%	i	5%	.	.	i	61	0.4	1339	.	.	.
Clc1ccc(CNCc2cccs2)cc1Cl
    0.25	-0.13	-0.23	-1.4	i	3	15%	i	7%	-16	2	i	44	-2.3	589	3.7	3.1	5.9
